Source: PubChem
PTHR1 agonist = agonists of human PTHR1 parathyroid hormone receptor; Q03431; HEK293 GP2 PTHR1 cells, GloSensor cAMP luminescence, 1 h; Potency, µM (top dose mostly 115 µM), for the others: top-dose activation, usual class: activators; 410,000 tested, 0.075% active; further: potency means the concentration at half of the fitted maximal effect; nearly all actives have a fitted effect of over 55% in size; some results filed as inactive show a strong effect at the top dose; inactives centre near -15; many of its hits are not listed in these tables
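HEK-293-derived GP2 cells expressing PTHR1 and a GloSensor cAMP reporter, 3,000/well, plated overnight, given luciferin plus IBMX (each 0.5 mM as added) for 1 h at 37 °C, then compound for 1 h at 37 °C. Luminescence was read after 15 min at room temperature.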
EPAC1 ag = agonists of human EPAC1; EPAC1 agonist qHTS, biochemical assay; response scale: 100% = response to 6.5 mM cAMP; O95398; 360,000 tested, 0.073% active; AID 720707; Potency, µM (top dose mostly 154 µM), for inactives: at the top dose activation, most hits filed as activators; further: potency means the concentration at half of the fitted maximal effect; nearly all actives have a fitted effect of over 60% in size
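Read-out is the fluorescence drop as BODIPY-GDP leaves Rap1B (480 nm excitation, 540 nm emission), recorded every 5 minutes over 30 minutes. Reactions held 100 nM EPAC1, 250 nM Rap1B–BODIPY-GDP and 50 uM GDP, with 6.5 mM cAMP setting full activation.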
GLP-1R inv ag = inverse agonists of human GLP-1 receptor. HEK293 GLP-1R CRE-luciferase, luminescence, 24 h; GLP-1R form is constitutively active. Potency, µM (highest dose often 38.3 µM), without a hit: at the highest dose activity change, negative = inhibition, actives largely listed as inhibitors. 410,000 tested, 1.6% active. AID 624417; further: potency means the concentration at half of the fitted maximal effect; on the % scale 0 is the no-effect control and ±100 the full control effect; nearly all actives have a fitted effect of over 55% in size
Target sequence (P43220 whole entry, looked up): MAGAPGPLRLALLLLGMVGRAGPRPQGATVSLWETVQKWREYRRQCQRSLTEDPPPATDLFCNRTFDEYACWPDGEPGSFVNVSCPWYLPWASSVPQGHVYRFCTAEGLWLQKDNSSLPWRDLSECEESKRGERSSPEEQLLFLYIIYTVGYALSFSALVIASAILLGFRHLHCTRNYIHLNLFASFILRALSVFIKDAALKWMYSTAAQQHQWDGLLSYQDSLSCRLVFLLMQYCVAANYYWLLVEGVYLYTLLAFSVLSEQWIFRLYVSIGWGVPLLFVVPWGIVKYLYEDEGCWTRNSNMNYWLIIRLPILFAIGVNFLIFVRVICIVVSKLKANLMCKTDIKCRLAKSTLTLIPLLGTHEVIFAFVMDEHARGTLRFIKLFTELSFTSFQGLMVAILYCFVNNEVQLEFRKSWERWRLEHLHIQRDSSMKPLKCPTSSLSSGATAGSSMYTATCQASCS
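Constitutively active GLP-1R drives a cAMP-responsive luciferase in stably transfected HEK293 cells; test compounds are added after overnight (12 h) attachment and left 24 hr, and signal loss in luminescence marks inhibition.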
HEK293 tox = cytotoxicity counter-screen for GLP-1 receptor inverse agonists. HEK293 cAMP-luciferase reporter cells, luminescence, 24 h. 410,000 tested, 0.13% active. AID 624418. Potency, µM (doses to about 38.3 µM), inactives show top-dose activity change, negative = inhibition, hits mostly inhibitors;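 further: loss of luciferase light is scored as toxicity; potency means the concentration at half of the fitted maximal effect; on the % scale 0 is the no-effect control and ±100 the full control effect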
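Cells in DMEM/10% Nu serum/1% pen-strep, 1536-well format. Pre-incubated 12 h, dosed with 23 nL compound, incubated a further 24 h. Luciferase detection, 12 min at room temp, luminescence.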
IL2 activator = IL-2 activation; IL-2 activation reporter assay, cell-based qHTS; stimulated with anti-CD3/CD4/CD28 beads; in transgenic mouse T cells; activation, % (series mostly up to about 46 µM); 360,000 tested, 0.065% active; AID 652025; in the data active means activation above about 50%; inconclusive means mostly about 30% to 49%; further: 0% is about no effect
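Unstimulated transgenic mouse T cells preincubated 60 min with compound, then stimulated with anti-CD3/anti-CD4-coated beads plus anti-CD28 for 18 h at 37 degrees C. IL-2 response read as EGFP and DsRed fluorescence by plate cytometry.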
GLP1R ag = agonists of human GLP-1 receptor; HEK293 GLP-1R CRE-luciferase, luminescence, 4-6 h; cells express a hypersensitive GLP-1R form; Potency, µM (titrated, usually from 45.6 µM), for the others: at the highest dose activation, hits mostly activators; 380,000 tested, 0.007% active; AID 624172; P43220; further: potency means the concentration at half of the fitted maximal effect; % of control where 0% means no effect
EPAC1 antagonist = EPAC1 (human) antagonism | AID 720709 | O95398 | 360,000 tested, 0.14% active | EPAC1 GEF assay, Rap1b-BODIPY-GDP exchange fluorescence | Potency, µM (doses to about 115 µM), for the others: top-dose activity change, negative = inhibition, actives largely listed as inhibitors;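 further: potency means the concentration at half of the fitted maximal effect; plate controls were vehicle for no effect and positive control for full effect; nearly all actives have a fitted effect of over 50% in size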
PI5P4K alpha inh = inhibitors of human PI5P4K alpha; PI5P4Kalpha enzyme, ADP-Glo luminescence, 60 min; stronger effect = lower value; 330,000 tested, 1.2% active; max response, %; P48426; active means max response of -50% or lower; inconclusive means between -30% and -50%; inactive means -30% or higher; further: value at the top dose of about 77 µM; on the % scale 0 is the no-effect control and ±100 the full control effect
Target sequence (P48426 whole entry, looked up): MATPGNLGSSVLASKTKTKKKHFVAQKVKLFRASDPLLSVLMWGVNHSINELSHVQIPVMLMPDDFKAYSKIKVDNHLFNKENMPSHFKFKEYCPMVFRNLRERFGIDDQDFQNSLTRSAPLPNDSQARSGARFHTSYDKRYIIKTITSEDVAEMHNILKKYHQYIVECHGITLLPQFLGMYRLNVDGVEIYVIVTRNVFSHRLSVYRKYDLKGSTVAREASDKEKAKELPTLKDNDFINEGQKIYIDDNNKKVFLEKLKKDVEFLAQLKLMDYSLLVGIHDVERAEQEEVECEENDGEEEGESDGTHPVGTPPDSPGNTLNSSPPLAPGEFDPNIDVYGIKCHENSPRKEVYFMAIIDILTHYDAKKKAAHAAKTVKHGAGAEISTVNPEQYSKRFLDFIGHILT
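ADP-Glo luminescence end-point after a 60 min room-temperature kinase reaction. PI5P4Kalpha and substrate in HEPES pH 7.4 buffer with EGTA, 0.1% CHAPS and 5% DMSO; ATP at 5 microM final.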
PLK1 PBD block = blocks phosphopeptide binding to human PLK1 polo-box domain | 360,000 tested, 2.8% active | P53350 | Potency, µM, for inactives: max response, negative = inhibition, usual class: inhibitors | Plk1 PBD binding of FITC phosphopeptide, fluorescence polarization; further: potency means the concentration at half of the fitted maximal effect; series mostly up to about 57 µM; on the % scale 0 is the no-effect control and ±100 the full control effect; nearly all actives have a fitted effect of over 65% in size
The depositor's hits bear a star; i = inactive; ? = inconclusive; . = no result given; [ ] = remark or other dose. Unless noted, the call rests on the fitted dose curve; in most records, active means well fitted curve in the direction sought with a large enough effect; inconclusive means small, poorly fitted or top-dose-only effect, or another doubt; inactive means no such curve, though single readings can be large; an effect the other way counts as inactive or inconclusive. Some of the compounds tested (hit frequency here may not be typical).

The first five compounds, ahead of the listing:
# | structure | PTHR1 agonist | EPAC1 ag | GLP-1R inv ag | HEK293 tox | IL2 activator | GLP1R ag | EPAC1 antagonist | PI5P4K alpha inh | PLK1 PBD block
1 | O=c1ccc(-c2n[nH]c(=S)n2-c2ccc(F)c(Cl)c2)n[nH]1 | i | 4% | -12% | 5% | 0.0 | -1% | -11% | -26 | -5%
2 | CCOc1cc(/C=C(\C#N)C(N)=O)ccc1OCc1c(C)no[n+]1[O-] | -52%[inhibitor] | 3% | 36%[activator] | 15% | 0.0 | 24% | -26% | 0 | 2%
3 | Cc1nc2ccc(S(=O)(=O)N(C)CC(=O)N3CCc4ccccc43)cc2s1 | i | 3% | -26% | -20% | -0.3 | 8% | -1% | -3 | -10%
4 | CCOc1ccc(S(=O)(=O)N(CC(=O)NCCSCc2ccccc2)c2ccccc2)cc1 | i | . | 2% | -7% | . | 0% | . | . | .
5 | Cc1c(C(=O)NCc2ccccc2CN2CCCC2)oc2c(F)cccc12 | 1% | -3% | ? | ? | 0.4 | 7% | -8% | 2 | -2%

This part in full (from the top)
# | structure | PTHR1 agonist | EPAC1 ag | GLP-1R inv ag | HEK293 tox | IL2 activator | GLP1R ag | EPAC1 antagonist | PI5P4K alpha inh | PLK1 PBD block
1 | O=c1ccc(-c2n[nH]c(=S)n2-c2ccc(F)c(Cl)c2)n[nH]1 | i | 4% | -12% | 5% | 0.0 | -1% | -11% | -26 | -5%
2 | CCOc1cc(/C=C(\C#N)C(N)=O)ccc1OCc1c(C)no[n+]1[O-] | -52%[inhibitor] | 3% | 36%[activator] | 15% | 0.0 | 24% | -26% | 0 | 2%
3 | Cc1nc2ccc(S(=O)(=O)N(C)CC(=O)N3CCc4ccccc43)cc2s1 | i | 3% | -26% | -20% | -0.3 | 8% | -1% | -3 | -10%
4 | CCOc1ccc(S(=O)(=O)N(CC(=O)NCCSCc2ccccc2)c2ccccc2)cc1 | i | . | 2% | -7% | . | 0% | . | . | .
5 | Cc1c(C(=O)NCc2ccccc2CN2CCCC2)oc2c(F)cccc12 | 1% | -3% | ? | ? | 0.4 | 7% | -8% | 2 | -2%
6 | CC(=O)c1cccc(NC(=O)c2ccc(OCc3c(C)noc3C)cc2)c1 | -43% | -19% | 5% | 5% | -0.2 | -5% | -4% | 0 | -4%
7 | CC(C)[C@H](NC(=O)OC(C)(C)C)c1nnc(SCC(=O)Nc2ccc(Br)cc2)o1 | i | -3% | -16% | 15% | 3.3 | 0% | -7% | 1 | -2%
8 | CC(=O)Nc1ccc(CN(C)c2c(C)nc3ccc(C(=O)NCCCn4ccnc4)cn23)cc1 | i | -8% | 7% | 6% | -0.1 | 11% | 5% | 1 | -6%
9 | COc1ccc(-n2nc(C(=O)NCC(=O)NCCCN3CCOCC3)c3ccccc3c2=O)cc1OC | -7% | -3% | 11% | -1% | 4.6 | 9% | 7% | -1 | 3%
10 | O=C(CCCc1nc(-c2ccccc2Cl)no1)NC1CCCC1 | -4% | 10% | -6% | -19% | 0.5 | -3% | -3% | -1 | -8%
11 | Cc1ccc(NC(=O)C2CCCCC2C(=O)O)cc1Cl (stereo not given) | -24% | -6% | -11% | 2% | -1.2 | -3% | -7% | 0 | -8%
12 | CC(C)CC(=O)Nc1ccc(C(=O)CN2CCC(C)CC2)cc1 | i | -8% | 3% | 7% | -2.9 | 2% | 5% | -19 | -15%
13 | C/C(=N\NS(=O)(=O)c1ccc(C)c([N+](=O)[O-])c1)c1cccs1 | i | 2% | 46%[activator] | -4% | -0.2 | 0% | 13% | 0 | ?
14 | C[C@H]1CN(S(=O)(=O)c2c(F)cccc2F)CCN1S(=O)(=O)c1ccc2c(c1)OCCO2 | -53%[inhibitor] | 4% | . | . | 0.8 | -6% | 1% | . | .
15 | CCCCC1=NN2CCS(=O)(=O)N=C2S1 | i | -2% | 2% | 10% | 0.4 | 1% | ? | -11 | -15%
16 | COCCCNC(=S)N1CCN(c2ccccc2)CC1 | -12% | 6% | 5%[7.66 µM] | 1%[7.66 µM] | -0.1 | 1% | -13% | 1 | -9%
17 | Nc1nc(SCc2cccnc2)c2ncn(C3OC(CO)C(O)C3O)c2n1 (stereo not given) | i | -12% | 10% | -12% | 1.8 | 7% | -4% | 2 | -5%
18 | CC1Cc2ccccc2N1C(=O)c1ccc2snnc2c1 (stereo not given) | ? | 4% | 10% | 5% | -2.1 | 7% | 17% | . | -10%
19 | CN1CC(=O)N/C1=N\C(=O)Nc1ccc2c(c1)N(C)C(=O)CS2 | i | 3% | 3% | -11% | -3.0 | -5% | 5% | . | -2%
20 | COc1ccc(N2CCC(CNC(=S)Nc3c(C)cccc3C)C2)cc1 (stereo not given) | -15% | 5% | ? | -42% | -4.6 | -3% | -12% | -2 | ?
21 | Cc1cccc(C(=O)Nc2nnc(Cc3ccccc3)s2)c1 | -19% | -2% | -7% | -7% | -1.6 | 20% | -23% | 0 | -5%
22 | COc1ccccc1CNC(=O)COC(=O)Cc1ccc(F)cc1 | 23% | 10% | 20% | 6% | -0.2 | 11% | -13% | -2 | -12%
23 | Cc1nc(SCc2cccc(C(=O)O)c2)nc2c1CCCC2 | -24% | 8% | 8.9µM* | 0% | 0.3 | -1% | -25% | -10 | 27µM*
24 | COc1ccccc1/C=C/C(=O)N1CCc2cc(OC)c(OC)cc2C1C (stereo not given) | i | 2% | 95%[activator] | -3% | -2.3 | 0% | -6% | 0 | -2%
25 | CCC(Cc1ccccc1)NC(=O)CN(C)S(=O)(=O)c1ccc2c(c1)c(=O)n(C)c(=O)n2C (stereo not given) | i | -2% | 16% | 2% | -2.3 | 12% | 4% | 9 | -10%
26 | CCOC(=O)C1=C(O)C(=O)N(c2ccc(S(N)(=O)=O)cc2)C1c1cccc([N+](=O)[O-])c1 (stereo not given) | i | 3% | 5% | 0% | -2.4 | -2% | 5% | -7 | -4%
27 | O=C(CCCC(=O)OCC(F)(F)C(F)F)Nc1ccc(NC(=O)CCCC(=O)OCC(F)(F)C(F)F)cc1 | i | 0% | 14% | -1% | -1.2 | -12% | 3% | . | -5%
28 | N#C/C(=C\c1cccc(Cl)c1)c1n[nH]c(Cn2cncn2)n1 | i | -1% | 14% | 0% | -0.6 | -8% | 7% | -2 | 0%
29 | N=C(N)N1CCc2ccccc21 | i | -4% | 9% | 6% | 1.3 | 5% | 6% | 3 | 1%
30 | CC[n+]1c(/C=C/N(C)c2ccccc2)n(-c2ccccc2)c2ccc(-c3nc4ccccc4s3)cc21 | -30%[inhibitor] | 6% | ? | ? | -0.7 | -19% | -18% | ? | -4%
31 | O=C(Nc1nccs1)C(=O)c1c[nH]c2ccccc12 | -12%[57.5 µM] | -8% | -23% | 5% | -0.3 | -14% | 2% | -22 | -5%
32 | O=C(c1ccc2c(=O)n3c(nc2c1)CCCCC3)N1CCN(C(c2ccccc2)c2ccccc2)CC1 | -4%[57.5 µM] | -1% | -21% | -4% | -2.4 | -6% | -11% | . | -9%
33 | O=C(Nc1nc2c(s1)CCCC2)c1ccc(N2C(=O)CCC2=O)cc1 | -38% | -15% | -17% | -24% | 1.0 | -5% | 6% | 2 | -2%
34 | CCOC(=O)C1=CCN(S(=O)(=O)c2cccc(Cl)c2)C1c1ccc(Br)cc1 (stereo not given) | -16% | 6% | ? | 5% | 1.0 | 7% | -7% | 15 | -3%
35 | COc1ccc(C(=O)Nc2ccccc2C(=O)N/N=C/c2ccco2)cc1 | -4% | 0% | 0% | -15% | 3.0 | -9% | -3% | -22 | 2%
36 | C[C@H](CO)N1C[C@H](C)[C@@H](CN(C)C(=O)Nc2ccccc2F)Oc2ncc(Br)cc2C1=O | -27% | 6% | 0% | -9% | 0.0 | -1% | 7% | -4 | -17%
37 | O=C1c2ccccc2NC(c2ccccc2)N1Cc1ccccc1 (stereo not given) | i | -8% | ? | -1% | 1.2 | 0% | 4% | -6 | -6%
38 | CSc1ccccc1NC(=O)c1cc(S(=O)(=O)N(C)C)ccc1N1CCCC1 | -19% | 7% | 17% | -1% | -4.5 | 1% | -7% | 2 | -8%
39 | Cc1nn(-c2ccccc2)c(C)c1NC(=O)Cc1cccs1 | -12% | -1% | 3% | 7% | 0.4 | -2% | 4% | -29 | -16%
40 | O=C(NCCNCc1cccc(Cl)c1)c1ccco1 | -16% | -11% | -2% | 14% | 0.3 | -1% | -33% | ? | ?
41 | Cc1cc([N+](=O)[O-])c(NC2CCCCC2)c([N+](=O)[O-])c1 | i | -2% | 0% | -5% | -1.8 | 1% | 20% | 12 | 0%
42 | CCc1ccc(C(O)(C(C)C)C(CN2CCOCC2)c2ccccc2)cc1 (stereo not given) | -16% | 4% | ? | -10% | -2.4 | 3% | -7% | 6 | 5%
43 | CC(=O)Nc1ccc(N(C(=O)CNC(=O)c2ccco2)C(C(=O)NCc2ccco2)c2ccccc2)cc1 (stereo not given) | 24% | 0% | -9% | 3% | 1.0 | -1% | 9% | 1 | -15%
44 | O=C(OCCCOC(=O)c1cc[n+]([O-])cc1)c1cc[n+]([O-])cc1 | 71% | 0% | -7% | 0% | -0.4 | -2% | -12% | 2 | -4%
45 | CCc1ccc(OCCCCN(C)Cc2ccccc2)cc1 | 52% | -1% | ? | 23% | 0.5 | 5% | -22% | 9 | -8%
46 | COCCn1c(SCC(=O)N2CCN(c3ccccc3)CC2)nc2c(c1=O)SC(C)C2 (stereo not given) | i | -3% | 3% | -2% | -2.5 | -1% | -9% | -5 | 9%
47 | O=S(=O)(c1ccccc1)N1CCN(c2cc(-c3ccccc3)nc3ncnn23)CC1 | -75%[inhibitor][57.5 µM] | 8% | 0% | 9% | -2.1 | -5% | -2% | . | -2%
48 | O=C(CSc1cn(Cc2ccccc2)c2ccccc12)Nc1nccs1 | -11% | 3% | -7% | 3% | -4.0 | 3% | 5% | -1 | -6%
49 | CSc1ccc(-c2c(C#N)c(N)nc3c2CCCC3)cc1 | i | -1% | 3% | 11% | 3.0 | -9% | 6% | -6 | 1%
50 | COc1ccc(CC(=O)NCc2ccco2)cc1OC | -16% | 9% | 12% | 10% | -3.5 | -7% | -4% | . | -13%
